Screening data: PubChem BioAssay, National Center for Advancing Translational Sciences (NCATS)
D2 PAM: positively modulates the human D2 dopamine receptor allosterically | HEK293 T-REx D2, calcium flux, EC20 dopamine potentiation | potentiation, % at 10 µM | hit rate 0.34% among 340,000 | AID 485347;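 active = potentiation over 3 SD above the plate norm, cut at about 30% in these data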; also: 0% is about no effect
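Potentiation of an EC20 dopamine calcium response measured kinetically over 180 s, after a preceding 180 s compound-only read flagging agonists. Cells: inducible Hek293 Trex D2 line, 4000/well, cultured overnight at 30 C before dye loading.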
D1 antagonist: human D1 dopamine receptor antagonism; HEK293 TREx D1 cells, calcium flux, dopamine EC80; hits give low values; P21728; AID 504652; hit rate 3.2% among 360,000; activity change, negative = inhibition, % at 10 µM; in the data active = activity change below about -30%; also: % is scaled to controls: 0 for no effect and ±100 for the full control effect
Target sequence (P21728 whole entry, looked up): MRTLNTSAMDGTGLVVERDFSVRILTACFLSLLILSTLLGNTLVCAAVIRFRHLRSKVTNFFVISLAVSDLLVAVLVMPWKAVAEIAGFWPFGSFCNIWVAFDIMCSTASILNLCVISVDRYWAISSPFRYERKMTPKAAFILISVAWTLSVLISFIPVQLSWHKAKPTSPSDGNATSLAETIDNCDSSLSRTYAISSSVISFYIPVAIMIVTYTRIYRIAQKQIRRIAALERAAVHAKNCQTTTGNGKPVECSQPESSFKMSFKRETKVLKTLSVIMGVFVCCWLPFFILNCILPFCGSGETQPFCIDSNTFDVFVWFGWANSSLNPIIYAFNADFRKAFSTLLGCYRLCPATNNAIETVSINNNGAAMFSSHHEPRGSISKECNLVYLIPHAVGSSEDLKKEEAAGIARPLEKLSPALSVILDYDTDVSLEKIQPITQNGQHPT
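Kinetic fluorescence of a calcium dye serves as the read-out. D1-expressing Hek293 Trex cells, induced overnight at 30 C, are exposed to compound for 180 s before an EC80 dopamine addition, then read 180 s further.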
D1 agonist: human D1 receptor agonism | P21728 | HEK293 T-REx D1 cells, calcium flux, agonist mode | activation, % at 2 µM | hit rate 1% among 360,000; also: 0% is about no effect
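Agonism was scored from calcium flux recorded over 180 s (1 read/s) after pintool compound addition, following a 10-cycle baseline. Cells were inducible force-coupled HEK293 TREx D1, plated overnight at 30 C and loaded with no-wash calcium dye.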
RXFP1 antag: antagonists of human relaxin receptor RXFP1 | Q9HBX9 | HEK293-RXFP1, relaxin-stimulated cAMP HTRF, 30 min; hits give low values | activity change, negative = inhibition, % at 57.5 µM | hit rate 0.59% among 350,000;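 active = activity change of -60% or lower, but not beyond a set lower limit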; also: % is scaled to controls: 0 for no effect and ±100 for the full control effect
D2 antag: antagonizes the human D2 dopamine receptor | HEK293 TREx D2 cells, calcium flux, dopamine EC80 | hit rate 2% among 340,000 | inhibition, % at 10 µM; in the data active = inhibition above about 30%; also: 0% is about no effect
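In this primary screen, negative modulation is detected by tracking calcium flux after an EC80 dopamine challenge in inducible HEK293 T-REx D2 cells preexposed to test compound for 180 s.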
D1 PAM: human D1 dopamine receptor positive modulation | AID 504651 | HEK293 TREx D1 cells, calcium flux, dopamine EC20 potentiation | potentiation, % at 10 µM | P21728 | hit rate 0.036% among 360,000; in the data active = potentiation above about 30%; also: 0% is about no effect
D2 ag: activates the human D2 dopamine receptor. P14416. HEK293 T-REx D2 cells, calcium flux agonist mode. activation, % at 2 µM. hit rate 0.53% among 340,000. AID 485358;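 active = activation over 3 SD above normal in the single-dose calcium agonist read, cut at about 30% in these data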; also: 0% is about no effect
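In this primary screen, compounds producing a positive calcium signal within 180 s of addition to tetracycline-induced, force-coupled HEK293 Trex D2 cells are flagged; cells are dye-loaded with a no-wash calcium kit beforehand.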
TRHR enhancer: TRH receptor (human) allosteric enhancement; P34981; TRHR cells, fluo-8 calcium fluorescence, EC20 TRH enhancement; enhancement, % at 2 µM; hit rate 0.66% among 360,000; AID 493056; in the data active = enhancement above about 30%; also: 0% is about no effect
Target sequence (P34981 whole entry, looked up): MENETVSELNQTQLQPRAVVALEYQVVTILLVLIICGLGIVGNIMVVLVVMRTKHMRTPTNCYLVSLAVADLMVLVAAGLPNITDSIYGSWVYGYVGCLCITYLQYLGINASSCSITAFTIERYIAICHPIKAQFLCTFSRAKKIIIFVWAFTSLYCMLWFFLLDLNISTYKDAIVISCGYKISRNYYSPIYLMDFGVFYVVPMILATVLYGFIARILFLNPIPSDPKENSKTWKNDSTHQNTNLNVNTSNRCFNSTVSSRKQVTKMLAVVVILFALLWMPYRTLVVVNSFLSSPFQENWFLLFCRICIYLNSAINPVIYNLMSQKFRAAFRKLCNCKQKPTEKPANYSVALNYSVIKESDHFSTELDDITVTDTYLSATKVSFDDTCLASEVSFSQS
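Enhancer read-out: after compound pinning and an initial kinetic agonist-mode read, an EC20 of TRH (10 nM final) was injected and fluo-8 calcium signal (Ex 480/Em 530) followed at 1 s/cycle for 100 cycles in TRHR-expressing cells.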
TRHR agonist: activates the human TRH receptor | activation, % at 2 µM | P34981 | hit rate 0.18% among 360,000 | TRHR cells, calcium flux fluo-8, FDSS agonist mode; also: 0% is about no effect
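Fluo-8-loaded TRHR cells; 10 s baseline, compound added, kinetic Ca2+ fluorescence read 1/s, agonist mode.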
An asterisk follows results filed as active; . = no result given. Rule as the data show it, unless noted: active = activation above about 30%; inactive = the rest. Not a hit list (roughly 7.1% active in at least one column).

The first 3 records as a preview:
SMILES | D2 PAM | D1 antagonist | D1 agonist | RXFP1 antag | D2 antag | D1 PAM | D2 ag | TRHR enhancer | TRHR agonist
CC(Oc1ccc(Cl)cc1)/C(N)=N/O (stereo not drawn) | -4 | 21 | 6 | 7 | -5 | -2 | -0.1 | 2 | -0.3
COC(=O)c1ccccc1NC(=O)NCc1ccncc1 | 0 | 13 | 4 | 0 | 13 | 0 | 0.6 | -4 | 0.3
Cc1ccc2nc(-c3ccccc3)cc(C(=O)N3CC(C)OC(C)C3)c2c1 (stereo not drawn) | -7 | 12 | 2 | 2 | 13 | -1 | -0.5 | 10 | -0.5

The whole of this part, from the start:
SMILES | D2 PAM | D1 antagonist | D1 agonist | RXFP1 antag | D2 antag | D1 PAM | D2 ag | TRHR enhancer | TRHR agonist
CC(Oc1ccc(Cl)cc1)/C(N)=N/O (stereo not drawn) | -4 | 21 | 6 | 7 | -5 | -2 | -0.1 | 2 | -0.3
COC(=O)c1ccccc1NC(=O)NCc1ccncc1 | 0 | 13 | 4 | 0 | 13 | 0 | 0.6 | -4 | 0.3
Cc1ccc2nc(-c3ccccc3)cc(C(=O)N3CC(C)OC(C)C3)c2c1 (stereo not drawn) | -7 | 12 | 2 | 2 | 13 | -1 | -0.5 | 10 | -0.5
COc1ccc(C(C(=O)NCc2ccc(F)cc2)N(C(=O)c2csnn2)C2CC2)cc1 (stereo not drawn) | 5 | 2 | 6 | -18 | -10 | . | 1.3 | -7 | 0.3
COc1ccc(CCNC(=O)CN(c2cc(OC)ccc2OC)S(=O)(=O)c2ccccc2)cc1 | 4 | -4 | 0 | -2 | 3 | 3 | 0.2 | -4 | -0.7
Cc1ccc(NC2=C([N+](=O)[O-])CS(=O)(=O)C2)cc1 | 1 | 0 | 1 | -9 | 23 | -3 | -0.6 | 1 | 0.4
N#CC(C#N)=Cc1ccc(NC(=O)c2ccc(Br)cc2)cc1 | -27 | -29 | 8 | -14 | 3 | -11 | 0.5 | 0 | 0.2
COCCCNC(=O)Cn1c(=O)n(-c2cccc(C)c2)c(=O)c2c3c(sc21)CN(C(C)=O)CC3 | -3 | 7 | 0 | . | . | 3 | 0.4 | 8 | 0.6
CCOc1ccccc1C1CC(c2ccccc2)Nc2nc(N)nn21 (stereo not drawn) | 14 | -30* | 2 | -18 | -7 | -1 | 1.5 | 1 | 0.9
CN1/C(=C/C=N/NC(=O)c2ccc([N+](=O)[O-])cc2)C(C)(C)c2ccccc21 | -17 | 1 | 18 | 2 | 37* | -1 | 0.4 | 21 | 1.9
CC1CCC/C(=N\NC(=S)Nc2ccccc2)C1 (stereo not drawn) | -4 | 6 | 0 | -5 | 6 | -2 | -2.8 | 0 | -0.9
CC(C)C1N(C(N)=S)N=CC1(C)C (stereo not drawn) | 6 | -25 | 1 | 1 | -4 | -1 | 1.1 | -1 | -1.1
Cc1cccn2c(=O)nc(SCC(=O)NC3CCCCC3)nc12 | 1 | -15 | 3 | 15 | -30 | -14 | 0.1 | -9 | -0.2
O=C(CCNC(=O)c1ccccc1)NCC1CCCCC1 | -7 | 8 | 3 | 10 | 7 | -3 | -0.1 | -1 | 0.5
Nc1ccnn1Cc1cccnc1 | -4 | 2 | 2 | 10 | -9 | -4 | 1.2 | -1 | 1.6
O=C1CC(N2CCSCC2)C(=O)N1CCc1ccccc1 (stereo not drawn) | -5 | -14 | 4 | 9 | -1 | -4 | 0.8 | -4 | 1.3
COc1ccc(CCNS(=O)(=O)c2ccc3c(c2)OCCO3)cc1OC | 105* | -5 | 2 | 6 | 2 | -6 | 0.4 | 1 | -0.3
Nn1c(Cc2cccc3ccccc23)nnc1SCc1c(F)cccc1Cl | -1 | -5 | 4 | 3 | -2 | 5 | 0.8 | -6 | -0.4
CCOc1ccc(NC(=O)COC(=O)CC2CCCCC2)cc1 | . | 4 | 0 | -9 | . | -4 | . | -3 | 0.0
CC1(c2ccccc2)NC(=O)N(NC(=O)CSc2n[nH]c(N)n2)C1=O (stereo not drawn) | -3 | -18 | 2 | 4 | -3 | -2 | -0.5 | -1 | 0.6
CC(C)(C)NC(=O)CN(C(=O)CNS(=O)(=O)c1ccccc1)c1ccc2c(c1)OCCO2 | -3 | 9 | 1 | -6 | 5 | -5 | -0.7 | 0 | -1.0
CCCCNC(=O)Cn1nc(Cc2ccncc2)c2ccccc2c1=O | 14 | -9 | 1 | 8 | 5 | -12 | 0.0 | 4 | -0.2
COc1cc(/C=C2/C(=N)N3C(=NC2=O)SN=C3S(C)(=O)=O)ccc1OC(=O)c1ccco1 | -11 | 7 | 4 | -2 | 8 | 3 | 0.2 | -2 | 2.0
CN1CCN(C(=O)C2=C[C@@H](c3ccc(C(F)(F)F)cc3)C[C@@H](OCc3ccc(CO)cc3)O2)CC1 | 7 | -6 | 3 | . | -3 | -6 | -0.2 | 7 | -0.5
CS(=O)(=O)N1N=C(c2ccccc2)CC1c1cccs1 (stereo not drawn) | 7 | 7 | -1 | -8 | 6 | -1 | -1.2 | 5 | -0.4
CC(=O)c1ccc(OCCCC(=O)N(CCC2=CCCCC2)c2c(N)n(Cc3ccccc3)c(=O)[nH]c2=O)cc1 | 10 | -4 | 4 | -17 | 11 | 5 | 0.5 | 3 | 0.6
COCCn1c(SCC(=O)Nc2cc(C)on2)nc2c(c1=O)SCC2 | 11 | 4 | 7 | -12 | -2 | 3 | 0.3 | -1 | -0.1
CNc1ncc(C(=O)c2ccc(Br)cc2)s1 | 4 | 8 | 0 | -22 | -17 | -2 | -0.1 | -4 | -0.6
COc1ccc(-c2cc(C(=O)Nc3cc(OC)c(OC)c(OC)c3)no2)cc1OC | -4 | -14 | 2 | -4 | 10 | -2 | -0.1 | 39* | -0.4
Cc1cn2c(=O)cc(COC(=O)COc3ccccc3C)nc2s1 | 9 | -30* | 13 | . | . | -9 | -0.5 | -3 | 0.0
O=C(c1ccc(S(=O)(=O)N2CCCCC2)cc1)N1CCN(c2ccccc2)CC1 | 0 | 4 | 1 | 6 | -3 | -3 | -2.0 | 5 | 1.0
Cc1nn(C)cc1CNC(=O)C1CCC(=O)N(Cc2cccc(C(F)(F)F)c2)C1 (stereo not drawn) | -2 | 7 | 3 | 1 | -4 | -5 | 0.7 | 2 | 0.0
COC(=O)C(c1ccccc1)C(C(=O)OC)c1ccccc1 (stereo not drawn) | -3 | -8 | 2 | 2 | -18 | -2 | -0.6 | 2 | -0.3
O=C(CSc1cccc[n+]1[O-])c1ccc(-c2ccccc2)cc1 | -3 | -2 | 4 | 6 | 25 | -1 | 1.3 | -3 | -0.5
CCn1cc(C(=O)Nc2ccccc2)c(=O)c2ccc(C)nc21 | -6 | -10 | 3 | . | -7 | 5 | 1.0 | 3 | 0.6
CCOC(=O)N1CCC(N(CCN(C)C)C(=S)Nc2ccccc2C)CC1 | 8 | 2 | 4 | 4 | -1 | 9 | 0.9 | 8 | 0.2
Cc1ccc(N2CC(C(=O)OCC(=O)Nc3ccc(F)cc3F)CC2=O)cc1 (stereo not drawn) | 0 | -16 | 1 | 16 | -8 | -2 | -0.7 | 6 | -0.1
O=C(Nc1ccc2c(c1)OCCO2)c1ccc(Cl)c([N+](=O)[O-])c1 | -10 | -13 | 0 | -10 | 12 | -1 | 1.3 | 8 | -0.1
CC(=C1C(=O)c2ccccc2C1=O)N1CCN(c2ccc(F)cc2)CC1 | 4 | 2 | 4 | 9 | -6 | 0 | -0.8 | 9 | 0.2
CCOC(=O)C1CCN(C(=O)c2ccc3c(c2)C(=O)N(c2ccccc2C)C3=O)CC1 | 1 | -7 | 3 | -6 | -4 | 3 | 0.0 | -4 | 0.0
Cc1ccc(C(=O)Nc2nc(-c3ccccc3)c(-c3ccccc3)o2)cc1 | -12 | -4 | 3 | -6 | -22 | -2 | -1.2 | -7 | 0.3
Cc1ccc(/C=C2\SC(=S)N(C3CCS(=O)(=O)C3)C2=O)o1 (stereo not drawn) | -8 | -8 | 0 | -10 | 9 | -6 | 0.0 | -3 | 0.5
Cc1cccc(C)c1Nc1ncnc2ccccc12 | 7 | -8 | 1 | 14 | 8 | -6 | -1.2 | 0 | 0.3
COc1ccc(S(=O)(=O)NCC2CCCN(Cc3ccc(O)cc3)C2)cc1 (stereo not drawn) | -14 | -23 | 2 | 0 | -19 | -21 | -0.7 | 2 | 0.3
CCN1C(=O)/C(=C2\Sc3ccccc3N2CC)OC1=S | -2 | 1 | 0 | -32 | -1 | 1 | 4.3 | 3 | 0.4
CCOC(=O)c1c(CN2CCN(C)CC2)n(-c2ccccc2)c2cc(Br)c(O)cc12 | -23 | 6 | 11 | -17 | 14 | -18 | 1.9 | 13 | 1.6
O=C1C(=O)N(c2ccccn2)C(c2ccc(F)cc2)/C1=C(/O)c1ccc(Br)cc1 (stereo not drawn) | -2 | -2 | 1 | 2 | 17 | -9 | -0.1 | -3 | -0.3
COC(=O)c1sccc1S(=O)(=O)N(CC(=O)NCc1ccccc1)c1ccccc1 | 8 | 0 | 0 | . | . | -5 | 0.1 | 3 | -0.7
COc1cc(C)ccc1OCC(=O)OCC(=O)c1cc(C)n(CC2CCCO2)c1C (stereo not drawn) | -11 | 11 | 3 | 4 | -9 | -2 | 1.5 | 0 | -0.2
O=S(=O)(c1ccc(Cl)cc1)N1CCN(c2nc(-c3ccc(Cl)cc3)nc3ccccc23)CC1 | . | -36* | 0 | . | . | 2 | . | -1 | -1.2
Cc1cc(=O)oc(C)c1C(=O)Nc1ccc2ncccc2c1 | -3 | -4 | 16 | -5 | 18 | -7 | 4.0 | -5 | 6.1
Cc1cccc(NS(=O)(=O)c2ccc(Br)s2)n1 | 3 | -8 | 0 | 22 | 2 | 0 | 0.5 | -4 | -0.3
O=C(NCc1cccnc1)C1CCCN1S(=O)(=O)c1ccc(Cl)cc1 (stereo not drawn) | -13 | -8 | 0 | -7 | 4 | -2 | 0.2 | 2 | -0.1
O=C(CCc1ccccc1)OCC(=O)c1ccc([N+](=O)[O-])cc1 | 1 | 8 | 1 | 6 | -10 | -7 | -0.6 | 2 | -2.5
CC(=O)Nc1ccc(S(=O)(=O)N2CCCc3ccccc32)cc1 | 8 | -8 | 8 | 19 | 4 | 1 | -0.7 | 0 | 0.3
CCOc1ccc2[nH]c(=O)c(CN(CC3COCCO3)C(=O)c3ccc(C)cc3)cc2c1 (stereo not drawn) | -18 | -2 | 1 | -1 | 4 | -4 | 0.7 | -6 | -0.6

Arranged by value in RXFP1 antag (low to high): some entries from above
mol | RXFP1 antag
Cc1ccc(/C=C2\SC(=S)N(C3CCS(=O)(=O)C3)C2=O)o1 (stereo not drawn) | -10
Cc1ccc(C(=O)Nc2nc(-c3ccccc3)c(-c3ccccc3)o2)cc1 | -6
COc1cc(C)ccc1OCC(=O)OCC(=O)c1cc(C)n(CC2CCCO2)c1C (stereo not drawn) | 4
O=C(CCc1ccccc1)OCC(=O)c1ccc([N+](=O)[O-])cc1 | 6
Cc1cccc(C)c1Nc1ncnc2ccccc12 | 14
